Screens: PubChem BioAssay, Broad Institute
FN deposition inh: fibronectin deposition inhibition; AH1F fibroblasts, Alexa488-fibronectin deposition fluorescence, overnight; inhibition, % at 12.6 µM; 350,000 tested, 0.086% active; AID 743247;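 active means mean inhibition across replicates of 30% or more, regardless of how many single replicates reach that level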;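 further: positive control wells lacked labelled fibronectin entirely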
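Schedule: 1 h cell adhesion before compound, then overnight fibronectin incubation; test system: AH1F fibroblast monolayer depositing Alexa488-labelled fibronectin into matrix; quantity: 10000 AH1F cells per well; probe or stimulus: fluorescent fibronectin at 24 nM final; signal: fluorescence, ex 485 nm, em 525 nm; evaluation: percent inhibition as loss of matrix-bound fibronectin fluorescence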
PglD inh: inhibitors of Campylobacter jejuni PglD acetyltransferase; inhibition, % at 12.5 µM; 360,000 tested, 0.098% active; purified PglD enzyme, DTNB colorimetric CoA detection; in the data active means inhibition above about 16%, passing the limit was not always enough; further: strong numbers were not always called active
INS-1E GSIS act: primary screen for activators of insulin secretion dependent on glucose, INS-1E cells, GLuc reporter luminescence; INS-1E GLuc reporter insulin secretion, 2-3 h; activation, % at 16.6 µM; 370,000 tested, 0.61% active; AID 743287;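 active means lowest replicate activation of at least 40%, so every replicate reaches that level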;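 further: 0% = median of neutral control wells and 100% = median of IBMX positive control wells; some compounds called inactive have numbers as strong as hits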
F508del corr: correctors of CFTR F508del function in bronchial epithelial cells; 350,000 tested, 0.36% active; activity (quench increase), % at 7.58 µM; CFBE cells, YFP halide quenching; stimulated with forskolin plus potentiator P3; % fluorescence drop versus neutral controls; AID 720511;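 active means mean added fluorescence quench of at least 8% versus neutral control, with both replicates also reaching 8%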;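 further: cells transiently co-express mutant CFTR-F508del with the halide-sensitive YFP; corrector assay measuring rescue of mutant channel to the surface after 24 h compound exposure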
miR122 inh: inhibitors of miR-122 in Huh7 cells. Huh7 miR-122 Renilla luciferase sensor, 48 h; neutral wells = 0, positive control = 100. activation (reporter increase), % at 12.5 µM. 340,000 tested, 0.3% active. AID 602342;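 active means mean replicate activation score at least 90 and every replicate individually at or above 90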;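 further: higher luciferase means less miR-122 activity so hits act as miR-122 inhibitors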
Cneo AK release: Cryptococcus neoformans lysis via adenylate kinase release | C. neoformans lysis, adenylate kinase release luminescence, 4 h; normalised: neutral wells 0, clomiphene wells 100 | lysis activity, % at 15 µM | 360,000 tested, 0.2% active;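 active means mean lysis activity across replicates of at least 80%, whatever share of replicates individually reach that level; inactive means mean lysis activity below 80%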
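Material – log-phase Cryptococcus neoformans yeast cells · Input – 5 × 10^6 yeast cells/mL · Medium – fresh YPD growth medium · Doses – single compound concentration per well · Timing – static 4 h at 37 °C with compound, 1 h detection · Detection – adenylate kinase release luminescence · Read-out – signal increase indicating cell lysis · Control set – Clomiphene as positive lysis control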
C2C12 statin: suppressors of simvastatin-induced myotoxicity in C2C12 myotubes | 330,000 tested, 0.78% active | AID 602340 | rescue of ATP level, % at 7.49 µM | ATP luminescence, 48 h; scaled: DMSO 0, geranylgeraniol control 100;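 active means mean ATP rescue above about 67%, or every replicate alone reaching that limit, limit read from the data, passing the limit was not always enough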;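 further: myotubes were challenged with 10 µM simvastatin during compound exposure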
PGC1a acetyl inh: lowers PGC1a acetylation signal in U2OS cells | AlphaScreen anti-acetyl-lysine; with virally co-expressed GCN5 acetyltransferase | inhibition, % at 15.6 µM | AID 651687 | 350,000 tested, 0.17% active;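 active means every replicate shows inhibition of at least 40%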;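 further: 0% = neutral control wells and 100% = positive control wells; some results beyond the cut were filed as inactive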
* hit, by the source's call; . = no result given; & = joins results of further samples; [ ] = remark or other dose.

SMILES	FN deposition inh	PglD inh	INS-1E GSIS act	F508del corr	miR122 inh	Cneo AK release	C2C12 statin	PGC1a acetyl inh
CC(=O)N(C)C[C@@H]1[C@@H](c2ccc(-c3ccc(F)cc3)cc2)[C@H](CO)N1C(C)=O	-9.4	5.4	7.5	1.3	-8.3[16.7 µM]	6.5	-0.4	7.1
Cc1[nH]cnc1CSCc1ccc(F)cc1	.	1.7	16.4	.	0.0	8.8	.	-2.6
COCCNC(C(=O)Nc1ccc(C)cc1[N+](=O)[O-])c1ccccc1 (stereo unspecified)	-7.7	2.8	15.7	-1.1	-4.3	1.4	0.3	-0.2
Cc1cc(C)n(CC(=O)n2c3ccccc3c3ccccc32)n1	.	-1.9	52.9*	.	-3.3	-1.5	10.0	-0.1
CCOc1c2ccc(C(=O)NCc3ccc4c(c3)OCO4)cc2nn1C	10.7	-0.8	.	0.2	.	-4.4	0.2	.
COc1ccc(C[C@H]2CN3C(=NC[C@H]3C)N2CCNC(=O)CCC2CCCCC2)cc1	2.9	0.4	.	0.8	-6.7	0.2	-8.0	-1.0
CC(N)C12CC3CC(CC(C3)C1)C2 (stereo unspecified)	3.4&4.5	2.6	7.6	1.3&-1.5	-8.7	-0.5	9.4&3.2	-10.8&7.4
OC(COc1ccc(Cl)c2ccccc12)CN1CCN(c2ccccn2)CC1 (stereo unspecified)	4.1	3.3	.	.	3.7	61.5	8.6	-6.5
COc1ccc2nc(SCC(=O)Nc3ccc(S(=O)(=O)Nc4nccc(C)n4)cc3)[nH]c2c1	5.8	-6.2	.	.	-1.4	-2.3	-0.5	-3.1
Cc1ccc(Nc2nc(N)nc(COC(=O)c3ccc(Br)o3)n2)cc1	-3.6	-3.2	-3.0	2.2	1.6	6.2	10.4	8.0

Compound profiles, as listed above. Order of values: FN deposition inh | PglD inh | INS-1E GSIS act | F508del corr | miR122 inh | Cneo AK release | C2C12 statin | PGC1a acetyl inh
COCCNC(C(=O)Nc1ccc(C)cc1[N+](=O)[O-])c1ccccc1 (stereo unspecified) as listed: -7.7 | 2.8 | 15.7 | -1.1 | -4.3 | 1.4 | 0.3 | -0.2
OC(COc1ccc(Cl)c2ccccc12)CN1CCN(c2ccccn2)CC1 (stereo unspecified) as listed: 4.1 | 3.3 | . | . | 3.7 | 61.5 | 8.6 | -6.5
Cc1ccc(Nc2nc(N)nc(COC(=O)c3ccc(Br)o3)n2)cc1 as listed: -3.6 | -3.2 | -3.0 | 2.2 | 1.6 | 6.2 | 10.4 | 8.0

Next section:
SMILES	FN deposition inh	PglD inh	INS-1E GSIS act	F508del corr	miR122 inh	Cneo AK release	C2C12 statin	PGC1a acetyl inh
CCCOc1ccc(S(=O)(=O)n2cc(F)c(=O)[nH]c2=O)cc1	-1.2	-1.4	26.4	2.4	.	-0.8	18.0	.
COc1ccc(CNC(=O)c2cccc(S(=O)(=O)N3CCN(C)CC3)c2)cc1	-24.0	.	-0.1	3.6	6.8	.	.	-7.4
Fc1ccc2nc(C3CCN(Cc4nc(CC5CC5)no4)CC3)[nH]c2c1	0.1	.	-3.8	8.6*	.	.	.	-6.3
N#C[C@@H]1N[C@@H](CO)[C@@H]1c1ccc(C#Cc2ccc(F)cc2)cc1	1.8	-1.5	3.7	-1.5	.	-2.2	-2.4	-13.2
CN1CCN(C(=O)C[C@H]2CC[C@@H](NC(=O)Nc3ccccc3F)[C@@H](CO)O2)CC1	6.2	-4.4	6.9	0.0	.	-2.1	-0.8	8.2
CC(Sc1n[nH]c(-c2ccccc2F)n1)C(=O)Nc1ccc(S(N)(=O)=O)cc1 (stereo unspecified)	0.6	-6.3	-6.2	2.7	0.1	-0.1	-0.8	5.0
CCCOc1ccccc1NC(=O)/C=C/c1ccc(OC)c(S(=O)(=O)N2CCOCC2)c1	19.6	-8.2	-13.3	-2.9	1.3	2.3	0.5	-15.2
CCCCCNc1ncnc2c(C)[nH]nc12	-3.3	-5.4	-15.1	-0.5	-5.1	3.7	3.4	-6.3
CC(=O)c1ccc(Nc2c3c(nc4ccccc24)CCCC3)cc1	-3.1	.	8.7	8.0	.	.	.	-20.2
C[C@@H]1CN([C@H](C)CO)C(=O)c2cc(C#CCc3ccccc3)cnc2O[C@@H]1CN(C)Cc1cccc(F)c1	-20.7	-0.5	-27.0	2.4	-3.5[16.7 µM]	-1.2	4.2	-17.2
Cc1ccc(NC(=S)NCC23C=CC(O2)C2C(=O)N(c4ccc(C)cc4)C(=O)C23)cc1 (stereo unspecified)	-2.8	1.7	.	1.4	5.3	-1.8	.	-5.4
N=c1sccn1CC(=O)Nc1ccc(SC(F)F)cc1	-2.5	-0.7	.	-0.2	-4.4	0.5	-3.9	-3.5
Cc1ccc(S(=O)(=O)NCCC(=O)OCn2nnc3ccccc3c2=O)cc1	2.5	0.3	.	.	-12.5	4.8	.	.
COc1ccc(C2C(C(C)=O)=C(O)C(=O)N2CCc2c[nH]c3ccccc23)cc1OC (stereo unspecified)	1.0	-4.1	.	.	-1.7	0.5	-13.7	6.7
CC(C(=O)N(C)C1CCS(=O)(=O)C1)N1C(=O)/C(=C/c2ccc(F)cc2)SC1=S (stereo unspecified)	-9.2	.	-27.8	-0.1	5.7	.	1.9	3.6
CC1(CCc2ccc(O)cc2)NC(=O)NC1=O (stereo unspecified)	.	-9.3	.	.	-5.8	0.4	23.2	-2.2
O=C(CCN1C(=O)/C(=C/c2ccc3c(c2)OCO3)SC1=S)Nc1cccc(C(=O)O)c1	0.6	-7.7	-6.0	-1.6	-2.1	1.1	6.2	.
O=C(N[C@H]1C=C[C@@H](CC(=O)N2CCOCC2)O[C@@H]1CO)c1cccc(F)c1	-7.2	3.7	3.5	3.2	-7.7[16.7 µM]	-5.3	-0.2	-5.1
CCN1CCN(C(=O)CCn2c(=O)c3cccn3c3cccnc32)CC1	-5.1	-8.3	-6.6	-1.2	-11.4	-1.1	-2.0	-3.4
CSc1nc(-c2ccc(Cl)cc2)nc(N)c1C#N	-1.6	1.0	.	0.5	6.3	-0.1	-14.0	2.5
CC(C)NC(=O)Nc1ccc2c(c1)C(=O)N([C@@H](C)CO)C[C@@H](C)[C@@H](CN(C)S(=O)(=O)c1cccs1)OCCCC[C@H](C)O2	-10.0	-0.3	-7.6	0.6	2.2[16.7 µM]	-5.3	.	-0.9
CCOc1ccc(CCNC(=O)CS(=O)Cc2nc(-c3ccccc3Cl)oc2C)cc1OCC (stereo unspecified)	8.4	-4.1	26.6	0.5	-3.4	-0.7	10.8	.
CCN(C(=O)C(C)N1C(=O)/C(=C/c2ccco2)SC1=S)C1CCS(=O)(=O)C1 (stereo unspecified)	9.1	3.2	-10.2	-5.5	.	2.1	0.6	.
Cc1ccc(S(=O)(=O)N(C)C[C@@H]2OCCCC[C@H](C)Oc3ccc(NC(=O)Nc4ccc5c(c4)OCO5)cc3C(=O)N([C@@H](C)CO)C[C@H]2C)cc1	-18.6	4.3	9.5	-4.0	1.3[16.7 µM]	-1.6	.	-8.9
CCNC(=O)Nc1ccc2c(c1)C(=O)N(C)[C@@H]1CC[C@H](CC(=O)NCC3CCCCC3)O[C@H]1CO2	-3.1	-1.2	7.6	-0.4	-1.7[16.7 µM]	-3.1	0.8	-1.8
C[C@@H]1CN([C@@H](C)CO)C(=O)c2cc(-c3ccncc3)cnc2O[C@H]1CN(C)S(=O)(=O)c1ccc(F)cc1	.	0.2	30.7	2.0	-5.9[16.7 µM]	-1.1	-19.7	-3.8
C[C@@H]1CN([C@@H](C)CO)C(=O)c2cccc(NC(=O)Nc3ccccc3)c2O[C@H]1CN(C)Cc1ccccc1	.	0.4	-6.0	2.2	-0.2[16.7 µM]	3.2	25.7	-0.9
CO[C@H]1CN(C)C(=O)c2cc(NC(=O)Nc3ccc(Cl)cc3)ccc2OC[C@H](C)N(C(=O)Nc2c(C)noc2C)C[C@H]1C	-7.1	1.2	-7.8	0.1	3.7[16.7 µM]	-2.9	1.9	-0.5
CC1CCC2C(=O)N(c3ccc(C(=O)NCc4ccccc4)cc3)C(=O)C2C1 (stereo unspecified)	-2.2	12.2	-8.4	.	2.2	2.2	-9.7	7.9
CCC(=O)Nc1ccccc1C(=O)N1CCCC1	2.8	2.9	.	.	-3.7	0.7	.	-7.7
CC[C@H](C)[C@H]1CNC(=S)N1CC1CCN(CC)CC1	5.8	-0.4	-5.1	-1.6	-1.3	-0.8	0.2	.
CN(C)C(CNC(=O)CCc1nc2cc(Cl)ccc2n(Cc2ccccc2)c1=O)c1ccccc1 (stereo unspecified)	-3.5	5.7	13.1	0.2	-6.9	-5.5	29.8	-0.5
Fc1ccc(CSc2nnc(-c3cccnc3)n2Cc2ccco2)cc1	-6.8	0.9	.	.	6.2	-0.1	13.7	.
C[C@H](CO)N1C[C@H](C)[C@@H](CN(C)C(=O)C2CCCCC2)OCCCC[C@H](C)Oc2ccc(NC(=O)Nc3ccc(F)cc3)cc2C1=O	.	-2.6	-8.8	-2.5	-12.6[16.7 µM]	3.2	.	6.2
COc1ccccc1Cn1c(=S)[nH]c2cc(C(=O)NCCN(C)C)ccc2c1=O	0.8	-1.2	5.6	-6.0	-0.8	2.6	0.0	-2.4
Oc1ccc(Br)cc1CNc1nccs1	2.1	-7.9	-6.9	1.4	-6.4	0.5	11.2	-1.9
O=C(c1cc2ccccc2oc1=O)N1CCN(c2ccc(N3CCOCC3)nn2)CC1	-4.1	-0.8	1.5	-5.1	6.4	-1.6	5.2	-5.3
Cc1ccc(C)c(OCc2cc(C(=O)N3CCN(C(=O)c4ccco4)CC3)no2)c1	-5.2	5.9	-12.3	0.1	-3.2	2.3	-6.4	.
C=CCC(O)(CCN1CCCCC1)c1ccccc1 (stereo unspecified)	.	-13.9	.	.	-1.7	5.3	88.3*	-5.1
CCOc1ccc(-n2c(=O)[nH]cc(C(=O)N3CCCc4ccccc43)c2=O)cc1	14.2	.	.	.	-9.2	.	9.7	-4.8
CN(C)CCC(C(=O)c1ccccc1)c1ccncc1 (stereo unspecified)	.	4.7	-1.1	0.8	2.6	0.8	7.5	-1.0
CO[C@H]1CN(C)C(=O)c2cc(NS(=O)(=O)CC(F)(F)F)ccc2OC[C@H](C)N(C)C[C@@H]1C	.	7.4	7.2	.	4.2[16.7 µM]	60.4	-3.1	.
CCCCNC(=O)c1oc2ccc(S(=O)(=O)N3CCCC3)cc2c1C	3.5	-3.7	-8.3	4.4	-3.9	-5.0	-8.4	.
O=C(OCC(=O)N1CCOCC1)c1ccc2ccccc2c1	-25.7	-2.6	6.4	-2.4	-5.2	0.9	-4.8	4.3
CCCCn1c(NCc2cccs2)nc2ccccc21	3.0	.	-11.7	-2.5	.	.	.	-1.5
Cc1ccc(S(=O)(=O)N(C)C[C@@H]2Oc3c(NC(=O)c4ccncc4)cccc3C(=O)N([C@H](C)CO)C[C@H]2C)cc1	.	-1.0	21.1	-0.9	-0.2[16.7 µM]	-0.2	-16.4	7.4
COc1ccc(C(=O)NCCNc2nc3cc(C)c(C)cc3cc2C)cc1	-7.6	1.3	-10.4	0.4	.	1.8	-0.1	.
COC(=O)c1[nH]nc2c1C(=O)N(Cc1ccccc1)C2=O	.	-0.7	-39.4	.	-1.9	0.4	-7.0	-1.1
Cc1cc(C)n2nc(CNS(=O)(=O)c3ccc(C(C)(C)C)cc3)nc2n1	-5.5	-3.3	.	1.1	-3.7	-0.5	-1.1	-4.3
Cc1ccccc1Cn1c(C)c(C(=O)NCCC#N)sc1=O	4.1	7.8	9.5	0.7	.	-0.2	-21.6	.
